# Bioassay records (PubChem)
# ADAM17 inh: ADAM17 inhibition, QFRET primary screen; P78536; recombinant ADAM17, EDANS/DABCYL FRET peptide cleavage; inhibition, % at 6.95 µM; 370,000 compounds, 0.83% hits; AID 720648;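 active = inhibition above the mean of compounds lying between control limits plus 3 SD, set per campaign, cut at about 8.5% in these data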;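 note: 0% = DMSO-only wells as the low control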
# MBD2 inh: inhibitors of human MBD2 binding to methylated oligonucleotide | Q9UBB5 | TR-FRET | inhibition, % at 4.4 µM | 370,000 compounds, 0.31% hits; in the data active = inhibition above about 13%
# PLCb3 inh: inhibitors of human phospholipase C beta3; 370,000 compounds, 0.18% hits; Purified PLC-beta3, fluorogenic substrate, fluorescence; inhibition, % at 12.2 µM; Q01970; in the data active = inhibition above about 11%;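 note: 0% = median of compound wells on plate and 100% = full blocker control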
# ASAP1 GAP inh: blocks human ASAP1-stimulated Arf1 GTP hydrolysis. Q9ULH1. GDP FP detection. inhibition, % at 16.5 µM. 360,000 compounds, 0.19% hits; in the data active = inhibition above about 25%;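 note: 0% = vehicle with enzyme and substrate and 100% = no enzyme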
# UHRF1 binding: UHRF1 methyl-DNA binding inhibition; Q96T88; UHRF1 binding to methylated oligo, TR-FRET; inhibition, % at 4.4 µM; 370,000 compounds, 0.75% hits; AID 687016; in the data active = inhibition above about 21%;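 note: UHRF1 SRA domain binding a hemimethylated CpG hairpin DNA probe; 0% = median of test compound wells and 100% = reference inhibitor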
# Target sequence (Q96T88 whole entry, looked up, the tested form may be a part): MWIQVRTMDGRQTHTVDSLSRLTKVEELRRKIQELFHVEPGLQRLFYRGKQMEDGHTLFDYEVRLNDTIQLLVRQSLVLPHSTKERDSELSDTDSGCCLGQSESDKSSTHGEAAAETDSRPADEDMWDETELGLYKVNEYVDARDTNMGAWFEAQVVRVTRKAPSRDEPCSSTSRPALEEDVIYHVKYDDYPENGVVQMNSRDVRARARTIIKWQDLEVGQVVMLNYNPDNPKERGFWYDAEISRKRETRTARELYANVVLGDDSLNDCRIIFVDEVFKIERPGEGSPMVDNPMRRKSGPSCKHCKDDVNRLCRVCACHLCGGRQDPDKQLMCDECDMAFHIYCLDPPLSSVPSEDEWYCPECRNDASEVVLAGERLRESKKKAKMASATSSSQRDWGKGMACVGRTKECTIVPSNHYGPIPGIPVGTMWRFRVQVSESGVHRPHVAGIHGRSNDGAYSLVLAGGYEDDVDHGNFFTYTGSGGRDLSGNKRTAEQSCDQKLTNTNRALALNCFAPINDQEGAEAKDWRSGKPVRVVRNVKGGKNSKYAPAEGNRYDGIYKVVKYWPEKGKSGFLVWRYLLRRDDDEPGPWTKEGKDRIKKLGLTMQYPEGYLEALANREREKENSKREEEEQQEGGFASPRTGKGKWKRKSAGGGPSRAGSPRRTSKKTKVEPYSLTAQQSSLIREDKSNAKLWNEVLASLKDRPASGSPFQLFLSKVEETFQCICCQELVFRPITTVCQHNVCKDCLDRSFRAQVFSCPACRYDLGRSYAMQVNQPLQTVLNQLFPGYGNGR
# DDE Tn7 FP inh: disrupts Tn7 cyclic peptide binding to fibrin D-Dimer-E complex; P02675; inhibition, % at 8.3 µM; 370,000 compounds, 0.13% hits; AID 720508; FP displacement of FITC-Tn7 peptide from fibrin DD(E); 0% = median of compound wells per plate;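 active = inhibition above the mean of compounds falling within the control limits plus 3 SD of them, cut at about 14% in these data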;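 note: 0% = plate median of compound wells and 100% = 10 µM Aha-Tn7 peptide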
#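 Assay system: Fibrin-DD(E) protein isolated from polymerized human fibrin clots; read-out basis: percent inhibition; medium: Tris/NaCl/CaCl2 buffer, pH 7.8; signal: FP measurement; incubation: 10 min plus 3 h, room temperature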
# ARFGAP1 inhibitor: inhibits rat ARF GTPase activating protein 1; Q62848; Arfgap1-stimulated ARF1 GTP hydrolysis, GDP FP detection; inhibition, % at 16.5 µM; 360,000 compounds, 0.26% hits;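 active = inhibition above a per-plate limit, mean inhibition of low control wells plus 3 SD, cut at about 25% in these data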;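 note: 0% = DMSO wells with enzyme and 100% = wells lacking Arfgap1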
#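 Material: truncated rat Arfgap1 GAP domain; Incubation: compound-enzyme preincubation 20 min, reaction 120 min, detection 60 min, 25 °C; Read-out: percent inhibition of Arfgap1-stimulated GTP hydrolysis; Technique: FP, GDP Alexa 633 tracer displaced from anti-GDP antibody, 620/688 nm; Controls: No-Arfgap1 wells (100%) versus DMSO full-reaction wells (0%); Replication: single well per compound.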
# PLCg1 inh: inhibitors of human phospholipase C gamma1. 370,000 compounds, 0.84% hits. P19174. AID 720700. purified PLC-gamma1, fluorogenic substrate, fluorescence. inhibition, % at 12.2 µM; in the data active = inhibition above about 9.5%
# proKLK7 act: proKLK7 (human) activation, primary screen. P49862. purified proKLK7, EDANS-DABCYL substrate fluorescence; 100% is mature enzyme control, 0% vehicle. activation, % at 7 µM. 370,000 compounds, 0.9% hits. AID 652039;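 active = activation above the mean of all tested compounds plus 3 SD, computed per campaign excluding outliers beyond control limits, cut at about 13% in these data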
# Target sequence (P49862 whole entry, looked up): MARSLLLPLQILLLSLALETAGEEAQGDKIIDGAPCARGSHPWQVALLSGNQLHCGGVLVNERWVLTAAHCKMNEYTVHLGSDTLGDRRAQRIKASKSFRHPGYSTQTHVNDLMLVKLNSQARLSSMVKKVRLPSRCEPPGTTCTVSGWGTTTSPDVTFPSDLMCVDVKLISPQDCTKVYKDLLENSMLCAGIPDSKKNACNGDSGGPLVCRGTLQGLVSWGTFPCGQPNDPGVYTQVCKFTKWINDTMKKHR
# DDE Tn6 FP inh: inhibitors of Tn6 peptide binding to human fibrin DD(E); inhibition, % at 8.3 µM; AID 720509; Fibrin DD(E) TRITC-Tn6 fluorescence polarization displacement; 370,000 compounds, 0.21% hits;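 active = inhibition above a per-campaign cutoff: mean of compounds within control limits plus 3 SD, cut at about 15% in these data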;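 note: 0% = median of all compound wells on the plate and 100% = blocking peptide control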
# Starred values were filed as active, the others as inactive; i = inactive; . = not tested or not shown.
1	CCN(c1ccccc1)S(=O)(=O)c1cccc(C(=O)NCC2(N(C)C)CCCCC2)c1
2	O=C(Oc1ccc2ccccc2c1Cl)N1CCCCCC1
3	Nc1ncccc1C(=O)OCC(=O)N1CCN(S(=O)(=O)c2ccc(Cl)cc2)CC1
4	CC(C)Cn1c(SCC(=O)Nc2cccnc2Cl)nnc1-c1ccco1
5	Nc1nc(COc2ccc(F)cc2)nc(N2CCCCC2)n1
6	CC(C(=O)NCc1ccc(F)cc1)c1ccc([N+](=O)[O-])cc1 (configuration not stated)
7	COc1cc(NS(=O)(=O)c2c(C(=O)N3CCOCC3)c(C)n(C)c2C)cc(OC)c1OC
8	COc1ccccc1C1C(C#N)=C(N)Oc2cc(C)n(CCCn3ccnc3)c(=O)c21 (configuration not stated)

assay / compound,1,2,3,4,5,6,7,8
ADAM17 inh,-1,2,-195,2,-2,3,-6,-10
MBD2 inh,23*,5,2,-5,5,-3,4,2
PLCb3 inh,-6,2,-85,2,-6,1,-9,-20
ASAP1 GAP inh,-2,5,13,-10,-1,2,6,8
UHRF1 binding,11,-2,-2,-4,-1,2,2,-1
DDE Tn7 FP inh,-4,-9,-1,-4,5,-9,2,2
ARFGAP1 inhibitor,-10,-3,-4,5,3,10,0,-11
PLCg1 inh,0,1,-55,-2,-1,4,-1,-18
proKLK7 act,-0.2,-0.2,2.3,0.3,1.2,0.1,0.0,-0.4
DDE Tn6 FP inh,3,-1,1,-4,-3,4,3,-1

9	O=C(Nc1ccc(Br)cc1Cl)Nn1cnnc1
10	O=C(N1CCOCC1)N(CCN1CCOCC1)Cc1cccc(Cl)c1
11	CCOC(=O)C1=NNC2(c3ccc(Cl)cc3)C(=O)N(c3cc(C)cc(C)c3)C(=O)C12 (configuration not stated)
12	COC(=O)C1=C(C)NC(=O)/C1=C\c1cc(C)n(-c2c(C)cccc2C)c1C
13	CC(=O)Oc1ccc(C)cc1-n1nc2ccccc2n1
14	[O-][n+]1c2c(nn1-c1ccccc1Cl)-c1nonc1CC2
15	O=C(COC(=O)c1ccc2ccccc2n1)NC1CCCCC1
16	COc1ccc(C2CC(=O)C(c3ccccc3OC)=CN2Cc2ccccc2)cc1 (configuration not stated)

assay / compound,9,10,11,12,13,14,15,16
ADAM17 inh,-2,-2,-6,-7,-4,-3,-4,-2
MBD2 inh,2,-1,2,-3,5,-2,0,3
PLCb3 inh,0,2,1,-42,1,1,-7,-13
ASAP1 GAP inh,9,-2,4,6,-1,5,14,4
UHRF1 binding,0,-4,0,-6,1,0,1,1
DDE Tn7 FP inh,-8,8,3,3,-1,4,1,6
ARFGAP1 inhibitor,8,-1,9,-6,4,-4,-8,9
PLCg1 inh,0,2,1,-26,-3,0,-3,-12
proKLK7 act,0.3,-0.5,0.3,1.9,0.0,-0.4,-1.2,-0.1
DDE Tn6 FP inh,-5,-1,-2,0,-1,6,-3,-3

17	Cc1ccc2c(c1)-c1c(cnn1CC(=O)NC(C)CCc1ccco1)CO2 (configuration not stated)
18	O=[N+]([O-])c1ccc(Cl)c(S(=O)(=O)Nc2cccc(-c3ccc(N4CCCC4)nn3)c2)c1
19	O=C(CCc1ccccc1)N[C@H]1[C@@H](OC(=O)c2ccc([N+](=O)[O-])cc2)CCC[C@]12C(=O)N(Cc1ccccc1)c1ccccc12
20	Cc1cc(=O)oc2cc(OCc3ccc(C(=O)OCC(=O)Nc4ccc(N(C)C)cc4)cc3)ccc12
21	CCOC(=O)c1c(NC(=O)CSc2nnc(-c3ccco3)o2)sc(C)c1C
22	CCOC(=O)Cc1csc(NC(=O)c2ccc(S(=O)(=O)N3CCOCC3)cc2)n1
23	CCOC(=O)C1CCN(C(=O)CCS(=O)(=O)c2ccc3c(c2)CCN3C(=O)CC)CC1
24	Cc1ccc([C@H]2C(C#N)=C(N)Oc3cc(C)oc(=O)c32)o1

assay / compound,17,18,19,20,21,22,23,24
ADAM17 inh,-3,4,-1,-41,-6,0,-1,-16
MBD2 inh,3,2,2,-2,-1,1,4,1
PLCb3 inh,-8,0,4,-23,0,-2,-2,-61
ASAP1 GAP inh,-3,-11,.,-10,5,4,4,-4
UHRF1 binding,1,1,1,0,-1,0,-1,0
DDE Tn7 FP inh,10,2,-6,-1,0,0,4,-1
ARFGAP1 inhibitor,7,-7,.,4,0,1,7,-3
PLCg1 inh,-5,4,0,-16,-2,-1,0,-57
proKLK7 act,0.3,-0.2,0.0,-2.6,-0.4,0.8,0.3,-2.1
DDE Tn6 FP inh,1,-9,-9,2,8,-2,-5,-2

25	COc1ccc(NC(=O)CN(c2ccccc2OC)S(=O)(=O)c2cccs2)cc1Cl
26	CCOC(=O)c1cnc2ccc(OCC)cc2c1NCc1ccccc1
27	O=C(NCc1ccncc1)C1CCN(C(=O)c2cccc(Cl)c2)CC1
28	CCNC(=O)CSc1nnc(-c2cccc(S(=O)(=O)N(CC)CC)c2)n1CCc1ccccc1
29	CCCCn1c(SCC(=O)c2ccc(OCC)cc2)nc2cc(S(N)(=O)=O)ccc21
30	COc1ccccc1CNC(=O)COc1ccccc1OC
31	COc1ccc(CCNC(=O)CN(C)S(=O)(=O)c2cccs2)cc1OC
32	CN(Cc1nc2ccc(Cl)cc2[nH]1)Cc1nc(-c2cnccn2)no1

assay / compound,25,26,27,28,29,30,31,32
ADAM17 inh,8,-26,-1,1,1,-4,-3,0
MBD2 inh,-4,0,0,1,-1,6,-1,-2
PLCb3 inh,2,-48,-6,3,0,-2,1,0
ASAP1 GAP inh,13,2,-7,1,2,1,16,10
UHRF1 binding,-1,-1,0,2,-2,10,1,-1
DDE Tn7 FP inh,1,-1,2,-5,-5,3,-2,-7
ARFGAP1 inhibitor,5,11,-6,9,-10,2,0,0
PLCg1 inh,2,-41,-1,5,-2,1,5,1
proKLK7 act,0.4,-1.1,-0.1,0.0,-0.7,-0.8,0.6,0.2
DDE Tn6 FP inh,-1,1,2,-5,-7,-5,-7,5

33	Cc1nnn(-c2nonc2N)c1C(=O)NNC(=O)c1ccc(Cl)c(Cl)c1
34	COc1ccc(Cn2c(SCc3cc(C)ccc3C)nc3cc(OC)c(OC)cc3c2=N)cc1
35	Cc1cccc(Nc2nc3ccccc3s2)c1C
36	CCOC(=O)c1ccc(NC(=S)NCCc2ccccc2F)cc1
37	O=C(NNC(=S)NC1CCCCC1)c1ccccc1Cl
38	COc1ccccc1NC(=O)NNC(=O)CCc1ccccc1
39	CCOc1ccccc1N1CCN(C(=O)c2ccccc2SCC(=O)N2CCCC2)CC1
40	CN1CCCC(OC(=O)/C(C#N)=C/c2ccccc2)C1 (configuration not stated)

assay / compound,33,34,35,36,37,38,39,40
ADAM17 inh,-2,2,1,4,-5,3,-4,-3
MBD2 inh,0,1,-2,-1,8,9,4,1
PLCb3 inh,-4,0,-1,-12,-8,-7,-22,-4
ASAP1 GAP inh,-8,2,-8,14,2,7,9,-5
UHRF1 binding,-1,1,0,-2,-3,5,4,2
DDE Tn7 FP inh,0,-3,8,2,-4,0,-7,1
ARFGAP1 inhibitor,-19,-5,-1,-5,-1,9,6,11
PLCg1 inh,-2,5,-5,1,-2,5,-1,1
proKLK7 act,0.3,-0.5,-0.2,1.1,-0.7,0.8,0.6,-0.2
DDE Tn6 FP inh,8,-5,-3,-6,-1,3,-13,-3

41	COCCn1c(-c2ccc(Cl)cc2)cnc1SCC(=O)NCc1cccs1
42	COC(=O)[C@]1(Cc2ccccc2)N[C@H](CN(C)C(=O)c2ccc(F)cc2)[C@@H]2C(=O)N(Cc3ccccc3)C(=O)[C@@H]21
43	Cc1cc(-c2csc(NC(=O)C3=COCCO3)n2)c(C)n1C
44	CCOc1ccc(-n2nnc3c(=O)n(CC(=O)c4ccccc4)cnc32)cc1
45	O=C(CSc1oc(-c2ccc(F)cc2)nc1S(=O)(=O)c1ccccc1)NCC1CCCO1 (configuration not stated)
46	CN(C)c1ccc(/C=C(\C#N)C(=O)Nc2nc3c(s2)CCN(Cc2ccccc2)C3)cc1
47	CCCCCOC(=O)Nc1nnc(CCC)s1
48	CNc1oc(-c2ccc(Cl)cc2)nc1C#N

assay / compound,41,42,43,44,45,46,47,48
ADAM17 inh,-2,-1,-1,-6,-1,-4,0,i
MBD2 inh,-1,6,-4,5,6,-3,-1,4
PLCb3 inh,3,-3,-23,-6,-1,-65,6,i
ASAP1 GAP inh,-7,13,-2,12,-4,-12,1,7
UHRF1 binding,2,-2,0,1,-2,-3,-1,-3
DDE Tn7 FP inh,5,0,3,6,-2,-10,0,-1
ARFGAP1 inhibitor,11,3,0,7,-7,3,-11,13
PLCg1 inh,6,-1,-16,5,3,-47,4,i
proKLK7 act,0.5,0.2,0.8,-0.7,0.3,0.6,-0.5,1.4
DDE Tn6 FP inh,5,2,-3,3,0,1,1,2

# Structures above with fluorine:
5	Nc1nc(COc2ccc(F)cc2)nc(N2CCCCC2)n1
6	CC(C(=O)NCc1ccc(F)cc1)c1ccc([N+](=O)[O-])cc1 (configuration not stated)
36	CCOC(=O)c1ccc(NC(=S)NCCc2ccccc2F)cc1
42	COC(=O)[C@]1(Cc2ccccc2)N[C@H](CN(C)C(=O)c2ccc(F)cc2)[C@@H]2C(=O)N(Cc3ccccc3)C(=O)[C@@H]21
45	O=C(CSc1oc(-c2ccc(F)cc2)nc1S(=O)(=O)c1ccccc1)NCC1CCCO1 (configuration not stated)

assay / compound,5,6,36,42,45
ADAM17 inh,-2,3,4,-1,-1
MBD2 inh,5,-3,-1,6,6
PLCb3 inh,-6,1,-12,-3,-1
ASAP1 GAP inh,-1,2,14,13,-4
UHRF1 binding,-1,2,-2,-2,-2
DDE Tn7 FP inh,5,-9,2,0,-2
ARFGAP1 inhibitor,3,10,-5,3,-7
PLCg1 inh,-1,4,1,-1,3
proKLK7 act,1.2,0.1,1.1,0.2,0.3
DDE Tn6 FP inh,-3,4,-6,2,0

# (listing goes on)
49	Cc1cccc(NC(=O)CNC(=O)c2ccc(S(=O)(=O)NCc3ccco3)cc2)c1C
50	C/C(CS(=O)(=O)c1ccc(Cl)c(Cl)c1)=N/NC(N)=S
51	NC(=O)Cn1nnc(-c2ccc(CN3CCCCC3)cc2)n1
52	Cc1cc2c3ccccc3ncn2n1
53	CCOC(=O)c1c(NC(=O)CSc2nnc(C)c(=O)[nH]2)sc(C)c1-c1ccc(C)cc1
54	CCOC(=O)N1CCN(CC(=O)Nc2ccc(F)cc2)CC1
55	CC(=O)Nc1ccc(S(=O)(=O)Nc2ccc(N3CCCCC3)cc2)cc1

assay / compound,49,50,51,52,53,54,55
ADAM17 inh,-3,-3,1,-8,-2,-3,-3
MBD2 inh,0,-6,2,2,0,2,1
PLCb3 inh,2,-4,-20,-10,-34,-6,-17
ASAP1 GAP inh,11,1,4,0,15,3,3
UHRF1 binding,2,-3,3,0,0,0,-2
DDE Tn7 FP inh,3,0,-5,9,-2,6,6
ARFGAP1 inhibitor,-10,8,-7,-4,-5,-6,4
PLCg1 inh,-1,-1,2,-2,1,0,-2
proKLK7 act,-0.3,0.2,-0.3,0.7,0.2,-0.1,0.3
DDE Tn6 FP inh,-1,3,1,2,0,7,-4
